Bioassay records (PubChem)
pAkt inh: HTS Assay for Inhibitors of Akt Phophorylation: Primary Screen | Neuro2A IGF-stimulated pAkt S473 HTRF, 20 min; stronger effect = lower value | activity change, % for hits at 50 µM | 360,000 compounds, 0.32% hits | AID 651550, 2012; in the data active means activity change below about -80%; inconclusive means mostly about -51% to -80%; further: on the % scale 0 is the no-effect control and ±100 the full control effect
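Neuro2A cells in DMEM with 0.5% FBS, overnight at 37 deg C, given compound at single 50 µM final, then IGF (6 nM final) for 20 min at 37 deg C. Lysed; phospho-Akt Ser473 by HTRF after 24 h, 665/615 ratio.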
FUS yeast rescue: qHTS for Suppressors of FUS Proteinopathy: Primary screen using FUS-linked yeast assay. S. cerevisiae FUS-expressing, growth rescue, OD600, 24 h. Potency, µM (doses to about 76.6 µM), inactives show at the highest dose growth rescue (activation), actives largely listed as activators. 390,000 compounds, 0.24% hits. AID 1347120, 2019;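 further: potency means the concentration at half of the fitted maximal effect; plate controls were DMSO vehicle for no effect and reference control for full effect; nearly all actives have a fitted effect of over 55% in size; some results filed as inactive show a strong effect at the top dose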
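Read-out: OD at 600 nm after 24hr at 30C, reporting rescue of FUS-induced yeast toxicity. Cells at OD 0.005 in galactose (2%) minimal medium; compounds tested in a dilution series; CP55940 titration from 92uM final as control.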
GLP-1R agonist: qHTS of GLP-1 Receptor Agonists; HEK293 GLP-1R CRE-luciferase, luminescence, 4-6 h; cells express a hypersensitive GLP-1R form; Potency, µM (series often up to 45.6 µM), for inactives: at the highest dose activation, most hits filed as activators; Glucagon-like peptide 1 receptor (Homo sapiens), P43220; 380,000 compounds, 0.007% hits; AID 624172, 2012; further: potency means the concentration at half of the fitted maximal effect; % of control where 0% means no effect
aSyn rescue: qHTS of alpha-syn Inhibitors. 370,000 compounds, 0.14% hits. Yeast expressing alpha-synuclein, growth rescue, BacTiter-Glo, 24 h. Potency, µM (highest dose often 46.1 µM), without a hit: at the highest dose growth rescue (activation), actives largely listed as activators; further: potency means the concentration at half of the fitted maximal effect; % of control where 0% means no effect; nearly all actives have a fitted effect of over 65% in size
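Rescue of yeast growth: cells expressing toxic alpha-synuclein, induced in galactose at OD600 0.02, incubated with compound 24 h at 30 C. ATP luminescence quantified growth; inhibitors of toxicity appear as activators.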
DRD3 antagonist: qHTS of D3 Dopamine Receptor Antagonist: qHTS | D3R cells, DiscoveRx beta-arrestin luminescence, antagonist mode; stronger effect = lower value | 360,000 compounds, 2.5% hits | AID 652054, 2013 | D(3) dopamine receptor (Homo sapiens), P35462 | max response, negative = inhibition, %; in the data active means max response below about -50%; inconclusive means no clear call, values can overlap the other calls; further: on the % scale 0 is the no-effect control and ±100 the full control effect; mostly tested at two doses, the higher about 12 µM
Target sequence (P35462 whole entry, looked up): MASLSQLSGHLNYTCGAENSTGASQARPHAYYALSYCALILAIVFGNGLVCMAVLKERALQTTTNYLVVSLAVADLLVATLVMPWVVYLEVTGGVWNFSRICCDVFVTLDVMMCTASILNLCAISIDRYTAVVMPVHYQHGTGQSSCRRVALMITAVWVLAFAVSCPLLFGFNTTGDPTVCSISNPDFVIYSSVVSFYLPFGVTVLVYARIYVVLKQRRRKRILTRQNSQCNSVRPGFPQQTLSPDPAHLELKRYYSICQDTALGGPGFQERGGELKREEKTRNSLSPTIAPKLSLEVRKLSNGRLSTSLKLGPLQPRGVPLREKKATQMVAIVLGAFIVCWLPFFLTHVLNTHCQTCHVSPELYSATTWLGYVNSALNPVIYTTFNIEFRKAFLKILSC
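Cells expressing the human receptor were seeded at 1500 cells/well, incubated overnight at 37 degrees C in 5% CO2, then exposed to library compounds with dopamine controls for 90 minutes at 37 degrees C before luminescent detection.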
Abeta yeast res: qHTS for compounds that reverse cellular toxicity of Amyloid beta (A-beta) peptide in yeast: Primary Screen | yeast expressing A-beta42, growth rescue, OD600, 48 h; response scale: 0% DMSO, 100% iron-clioquinol control | Potency, µM (top dose mostly 46.1 µM), without a hit: at the highest dose growth rescue, usual class: activators | 410,000 compounds, 0.063% hits; further: potency means the concentration at half of the fitted maximal effect; nearly all actives have a fitted effect of over 55% in size
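Yeast A-beta toxicity model in growth medium with pinned compounds, 48 h at 30 C; growth read as absorbance at 600 nm. Normalized to FeCl3/clioquinol equimolar mix (positive) and DMSO (negative).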
TDP-43 yeast inh: qHTS of TDP-43 Inhibitors. 410,000 compounds, 1.8% hits. AID 652104, 2013. TDP-43 expressing yeast growth rescue, BacTiter-Glo, 24 h. Potency, µM (titrated, usually from 46.1 µM), without a hit: top-dose growth rescue (activation), usual class: activators; further: potency means the concentration at half of the fitted maximal effect; % of control where 0% means no effect; nearly all actives have a fitted effect of over 50% in size
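Yeast cells expressing TDP-43 under galactose induction are exposed to compounds for 24 hr at 30 deg C. BacTiter-Glo luminescence measures growth, so protective compounds score as activators.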
PTHR1 ag: qHTS for PTHR1 Agonists: Primary Screen. HEK293 GP2 PTHR1 cells, GloSensor cAMP luminescence, 1 h. Potency, µM (highest dose often 115 µM), without a hit: at the highest dose activation, hits mostly activators. 410,000 compounds, 0.075% hits. AID 743266, 2014; further: potency means the concentration at half of the fitted maximal effect; nearly all actives have a fitted effect of over 55% in size; some results filed as inactive show a strong effect at the top dose; inactives centre near -15; many of its hits are not listed in these tables
Target sequence (Q03431 whole entry, looked up): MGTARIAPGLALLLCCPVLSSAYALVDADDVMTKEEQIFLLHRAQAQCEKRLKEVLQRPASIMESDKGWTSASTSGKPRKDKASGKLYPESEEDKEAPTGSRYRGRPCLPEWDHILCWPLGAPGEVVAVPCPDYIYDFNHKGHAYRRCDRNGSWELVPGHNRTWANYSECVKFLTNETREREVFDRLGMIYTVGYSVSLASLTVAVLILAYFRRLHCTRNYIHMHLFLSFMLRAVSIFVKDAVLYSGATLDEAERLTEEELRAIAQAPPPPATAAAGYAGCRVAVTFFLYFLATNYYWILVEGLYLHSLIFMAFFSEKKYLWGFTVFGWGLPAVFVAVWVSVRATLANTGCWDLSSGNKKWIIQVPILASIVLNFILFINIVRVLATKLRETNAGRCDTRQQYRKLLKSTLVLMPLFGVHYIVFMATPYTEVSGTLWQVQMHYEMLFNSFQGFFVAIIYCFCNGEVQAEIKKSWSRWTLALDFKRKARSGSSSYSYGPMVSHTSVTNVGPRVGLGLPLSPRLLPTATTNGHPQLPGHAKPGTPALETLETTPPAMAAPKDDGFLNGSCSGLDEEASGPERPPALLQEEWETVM
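HEK-293-derived GP2 cells expressing PTHR1 and a GloSensor cAMP reporter, 3,000/well, plated overnight, given luciferin plus IBMX (each 0.5 mM as added) for 1 h at 37 °C, then compound for 1 h at 37 °C. Luminescence was read after 15 min at room temperature.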
GLP-1R inv ag: qHTS of GLP-1 Receptor Inverse Agonists (Inhibition Mode); Potency, µM (titrated, usually from 38.3 µM), inactives show at the highest dose activity change, negative = inhibition, actives largely listed as inhibitors; 410,000 compounds, 1.6% hits; AID 624417, 2012; Glucagon-like peptide 1 receptor (Homo sapiens), P43220; HEK293 GLP-1R CRE-luciferase, luminescence, 24 h; GLP-1R form is constitutively active; further: potency means the concentration at half of the fitted maximal effect; on the % scale 0 is the no-effect control and ±100 the full control effect; nearly all actives have a fitted effect of over 55% in size
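HEK293 cells stably co-expressing constitutively active GLP-1R and a cAMP-responsive luciferase reporter were seeded in DMEM with 10% Nu serum, given compounds after 12 h, and incubated 24 h at 37 deg C. Luminescence was then read.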
The depositor's hits bear a star; i = inactive; ? = inconclusive; . = not tested or not shown; [ ] = dose if it differs, or a comment. Unless noted, the call rests on the fitted dose curve; in most records, active means well fitted curve in the direction sought with a large enough effect; inconclusive means small, poorly fitted or top-dose-only effect, or another doubt; inactive means no such curve, though single readings can be large; an effect the other way counts as inactive or inconclusive.

SMILES	pAkt inh	FUS yeast rescue	GLP-1R agonist	aSyn rescue	DRD3 antagonist	Abeta yeast res	TDP-43 yeast inh	PTHR1 ag	GLP-1R inv ag
CC(C)c1ccc(/C=C/c2[nH]c(=O)[nH]c(=O)c2[N+](=O)[O-])cc1	i	8%	0%	0%	18	-6%	12%	-55%[inhibitor]	?
O=C(Nc1ccccc1Sc1ccccc1)c1ccc(F)cc1	i	14%	20%	-9%	-1	14µM*	15%	-15%	5µM*
COC(=O)c1ccc(CO/N=C/c2ccccc2OC)cc1	i	-28%	1%	1%	23	-9%	8%	-42%[inhibitor]	-10%
Cc1ccn2c(=O)nc(SCC(=O)NC3CCCCC3)nc2c1	i	.	-8%	-1%	-11	-2%	3%	i	-14%
COc1cccc(CNC(=O)c2ccc3c(=O)n4nc(Nc5ccccc5)sc4nc3c2)c1	.	-12%	.	.	.	-4%	22%	i	-12%
Cn1c(-c2ccccc2)cnc1NCc1cccc([N+](=O)[O-])c1	i	8%	-2%	-1%	-15	0%	-10%	i	-7%
CC1CCCCC12NC(=O)N(CC(=O)c1ccc(Cl)s1)C2=O (stereo not given)	i	24%	-3%	3%	5	10%	14%	i	?
CCOc1cccc(NC(=O)c2cccc(F)c2)c1	i	-32%	-2%	-8%	-7	?	22%	-24%	-1%
CN1CCN(C(=O)Nc2cccc3ccccc23)CC1	i	-3%	-10%	1%	-13	-9%	-6%	i	2%
Cc1sc2nc(SCC(=O)N3CCCCC3)[nH]c(=O)c2c1C	i	14%	-2%	1%	-13	18%	-1%	-10%	-13%
COc1ccc(CN(CC2CCC(C(=O)O)CC2)C(=S)Nc2cc(Cl)ccc2OC)cc1 (stereo not given)	i	13%	-2%	17%	0	-1%	-1%	27%	13%
CC(=O)c1c(C)n(-c2cccc(Cl)c2)c2ccc(O)cc12	i	24%	9%	0%	-6	-13%	-9%	i	-26%
COc1cccc(OCC(=O)NNC(=O)c2ccc3ccccc3c2O)c1	i	12%	3%	-9%	12	4%	7%	-23%	0%
CC(C)C(c1nnnn1Cc1ccccc1)N1CCC(C(N)=O)CC1 (stereo not given)	i	3%	-4%	0%	14	16%	16%	i	9%
CC(C)c1c(C(=O)N/N=C/c2ccc(-c3ccccc3)cc2)nnn1-c1nonc1N	.	-30%	4%	1%	11	11%	10%	i	3%
Cc1ccc(NC(=O)C2(C)Cc3ccccc3C(=O)O2)c(C)c1 (stereo not given)	.	34%	0%	?	.	-2%	23%	i	4%
COc1ccc([C@H]2/C=C\CN(C(=O)c3ccc(C)cc3)[C@@H](C)C(=O)N2Cc2ccc(F)cc2)cc1	i	38%	9%	1%	5	-12%	8%	i	?
CC(=O)Nc1ccc(NC(=O)c2ccc(C)c(S(=O)(=O)Nc3cccc(C)c3)c2)cc1	i	-10%	-2%	-5%	7	-2%	6%	-76%[inhibitor]	-17%
C=CCn1c(COc2ccccc2F)nnc1SCCN1C(=O)c2ccccc2C1=O	i	40%	8%	-1%	-19	-9%	-5%	?	3%
CC(C)N(Cc1nnc(-c2ccc(Cl)cc2)o1)C(=O)C1=COCCO1	i	5%	8%	5%	13	6%	-18%	i	6%
O=C(CCCCn1c(=O)c2ccccc2n(CC(=O)Nc2ccc(F)cc2F)c1=O)NCc1ccccc1Cl	.	-33%	-1%	.	.	-18%	5%	-10%	3%
CC(=O)Nc1ccc(-c2nc3ccccc3c(=O)o2)cc1	i	1%	9%	6%	0	10%	3%	i	14%
COc1cccc(NC(=S)N2CCN(c3ccc([N+](=O)[O-])cc3)CC2)c1	i	5%	5%	1%	0	10%	2%	-42%[inhibitor]	9%
CC(C)NC(=O)C1(C)CCN1C/C=C/c1ccccc1 (stereo not given)	i	-13%	8%	-3%	0	-3%	-2%	-15%	-3%
CCC1=C(OC(=O)N(CC)CC)N2C(=O)OC(=NCCOC)[C@]2(Cc2ccccc2)[C@H]2C1=CC[C@H]1C(=O)N(CC(=O)OC)C(=O)[C@H]12	i	41%	-6%	8%	-14	-1%	-1%	-18%	7%
Cc1ccc(C(NC(=O)C2CCN(Cc3ccc(Oc4ccccc4)cc3)CC2)c2ccccn2)cc1 (stereo not given)	i	9%	-1%	-1%	-83*	7%	22%	i	?
CCOC(=O)c1ccc(Nc2c(-c3cccc(O)c3)nc3nc[nH]n23)cc1	.	17%	.	.	.	3%	11%	i	1%
O=C(N/N=C/c1ccncc1)c1nc(-c2ccccc2)n2c1CCCCC2	i	4%	0%	3%	-1	5%	0%	i	-5%
O=c1cc(-c2ccccc2Cl)oc2c(NS(=O)(=O)c3cccs3)ccc(O)c12	i	5%	3%	1%	-25	-3%	17%	-56%[inhibitor]	?
CC(C)N(C(=O)Cn1cc(SCC(N)=O)c2ccccc21)C(C)C	i	-5%	1%	3%	8	8%	13%	-10%	-5%
Cc1sc2nc(SCCN(C)C)n(-c3ccccc3)c(=O)c2c1-c1ccc(F)cc1	i	-2%	17%	-2%	-69*	-23%	-27%	?	?
CCOC(=O)Cc1csc(NC(=O)CSc2nc(=O)[nH]c3c2CCC3)n1	i	9%	-4%	0%	13	-12%	30%	-27%	7%
COc1ccc(NC(=O)C2CCN(c3ncnc4c3nc3n4CCCCC3)CC2)cc1Cl	i	21%	0%	2%	7	-2%	10%	-9%	15%
Cn1nnnc1SCC(=O)N1c2ccccc2Sc2ccccc21	i	10%	-5%	7%	0	-1%	-1%	-3%	?
Oc1ccc(Br)cc1CNc1nccs1	i	-17%	-6%	0%	-2	-3%	-2%	-10%	?
CCN(CC)S(=O)(=O)c1ccc(C)c(NC(=O)CSc2nnnn2C)c1	i	.	14%	3%	0	3%	4%	i	10%
COc1cccc(OC)c1OCCN1CCN(C(c2ccccc2)c2ccccc2)CC1	i	15%	-3%	3%	-109*	10%	0%	i	?
CCOC(=O)c1cc(CC)sc1NC(=O)c1ccc2c(c1)OCCO2	-113%*	-11%	13%	-32%[inhibitor]	9	-16%	-16%	i	-14%
Cc1cc(C)n(CC(=O)n2nc(C)cc2C)n1	i	-8%	-7%	7%	3	13%	-18%	-4%[57.5 µM]	6%
CCn1c(=O)cc(SCC(=O)NCC2CCCO2)c2ccccc21 (stereo not given)	i	18%	-3%	5%	10	1%	-10%	i	6%
Cc1cc[n+](Cc2ccccc2)c(N)c1	i	2%	-3%	2%	-20	-21%	-8%	-10%	18%
Cc1cn2c(=O)c(S(=O)(=O)Nc3ccc(N4CCOCC4)cc3)c(C)nc2s1	.	-2%	.	.	.	-17%	1%	?	2%
CCOc1cc(C(=O)O/N=C(\N)c2ccccn2)cc(OCC)c1OCC	i	27%	24%	-24%	1	-32%	13%	-2%	?
Clc1ccc(-c2csc(=Nc3cccnc3)n2CCCn2ccnc2)cc1Cl	i	-4%	-5%	-1%	-4	1%	5%	-20%	?
CC(C)c1nc2c(c(=O)n(C)c(=O)n2C)n1C	i	-21%	10%	2%	31	6%	16%	i	9%
Cc1ccc2oc3c(c(=O)c2c1)C(c1cccc(Br)c1)N(Cc1ccco1)C3=O (stereo not given)	i	-7%	-8%	4%	-56*	16%	-14%	i	14%
COc1cccc(C2CC(c3ccccc3Cl)Nc3nc(N)nn32)c1 (stereo not given)	i	.	3%	3%	-9	14%	17%	i	36%[activator]
COc1ccc(NC(=O)c2sc3nc(N4CCOCC4)c4c(c3c2N)CC(C(C)C)OC4)c(OC)c1 (stereo not given)	i	-14%	3%	1%	24	-1%	1%	i	34%[activator]
CCCc1cc(=O)oc2cc(C)cc(OCC(=O)NCC(O)c3ccccc3)c12 (stereo not given)	i	11%	9%	-2%	13	-11%	-3%	i	10%
CCCN(CC(=O)Nc1ccccc1C)C(=O)CCCc1c[nH]c2ccccc12	i	.	0%	2%	4	3%	16%	i	-33%
COC(=O)c1ccc(NS(=O)(=O)NC(=O)c2cn(C)c3ccccc23)cc1	i	-15%	-6%	0%	6	.	6%	i	-13%

An excerpt, so the mix of outcomes need not match the whole.
